# B2AR arrestin – beta2AR (human) beta-arrestin recruitment activity | beta-arrestin recruitment to beta2AR, cell-based reporter | 330,000 compounds, 0.02% hits | P07550 | Potency, µM (top dose mostly 46.1 µM), for the others: at the top dose activation, hits mostly activators;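 also: potency is read from the fitted curve at half-maximal effect; 0% = DMSO controls and full agonism = EC100 isoproterenol or metaproterenol; nearly all actives have a fitted effect of over 65% in size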
# KCNH2 WT inh – inhibitors of human wildtype KCNH2 potassium channel; U2OS, BacMam KCNH2, thallium flux FluxOr; hits give low values; activity change, % at 1.84 µM; 340,000 compounds, 0.37% hits; AID 720551;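 active = maximum activity change below -70%; inconclusive = maximum activity change between -70% and -50%; inactive = maximum activity change above -50%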; also: % is scaled to controls: 0 for no effect and ±100 for the full control effect
#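 U2OS cells transduced with wild-type KCNH2 virus are loaded with FluxOr dye for 45 min, and thallium flux is measured in kinetic reads before and after stimulation buffer. Rate constants are normalized to DMSO controls.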
# USP2a inh – inhibitors of human ubiquitin-specific protease USP2a | 330,000 compounds, 0.01% hits | AID 463254 | USP2 core, Ub-CHOP2 coupled fluorogenic reporter, 485/531 | Potency, µM (titrated, usually from 38.3 µM), for the others: top-dose activity change, negative = inhibition, actives largely listed as inhibitors | O75604;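 also: potency is read from the fitted curve at half-maximal effect; plate controls were DMSO wells for no effect and full inhibition by NEM control for full effect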
# Target sequence (O75604 whole entry, looked up): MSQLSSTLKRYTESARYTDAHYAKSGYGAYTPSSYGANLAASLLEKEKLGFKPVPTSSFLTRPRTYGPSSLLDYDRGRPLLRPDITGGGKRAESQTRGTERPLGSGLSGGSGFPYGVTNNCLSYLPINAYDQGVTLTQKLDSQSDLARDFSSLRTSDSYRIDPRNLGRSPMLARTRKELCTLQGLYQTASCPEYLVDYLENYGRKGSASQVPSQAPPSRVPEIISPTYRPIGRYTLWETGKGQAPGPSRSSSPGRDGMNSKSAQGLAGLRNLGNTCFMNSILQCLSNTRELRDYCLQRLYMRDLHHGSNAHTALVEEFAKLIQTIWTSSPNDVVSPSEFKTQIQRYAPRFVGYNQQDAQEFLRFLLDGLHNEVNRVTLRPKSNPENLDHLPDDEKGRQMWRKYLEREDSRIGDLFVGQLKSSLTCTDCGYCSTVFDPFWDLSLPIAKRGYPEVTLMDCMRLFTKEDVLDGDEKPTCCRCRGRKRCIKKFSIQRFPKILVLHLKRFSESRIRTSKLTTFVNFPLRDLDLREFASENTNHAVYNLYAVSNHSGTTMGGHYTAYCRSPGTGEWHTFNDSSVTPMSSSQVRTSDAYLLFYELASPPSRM
#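 Deubiquitinase activity read as fluorescence (485/531 nm) after Ub-CHOP2 cleavage activates the enterokinase reporter on its substrate; USP2 core 10nM, Ub-CHOP2 and substrate 25nM each, 30min compound preincubation then 60min RT; data normalized to NEM, curves fitted.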
# TRPV1 ag – agonists of human vanilloid receptor 1 (TRPV1); AID 540275; 320,000 compounds, 0.19% hits; TRPV1-expressing cells, Fluo-8 calcium influx, agonist mode; Q8NER1; activation, % at 8.33 µM; in the data active = activation above about 80%; inconclusive = between about 30% and that limit; also: 0% is about no effect
#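 Cells expressing TRPV1 were dye-loaded with Fluo-8 and read kinetically: 10 s baseline, 3 min after compound (agonist portion), then 2 min after EC20 capsaicin (allosteric enhancer portion). Calcium-bound dye fluorescence at 480/520 nm.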
# Giardia killer – Giardia lamblia killing. Giardia lamblia trophozoite viability. activity change, % at 7.66 µM, hits read low. 340,000 compounds, 0.15% hits. AID 540267; in the data active = activity change below about -80%; inconclusive = between about -30% and that limit;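 also: parasites exposed to compound for two days anaerobically before the ATP read; % is scaled to controls: 0 for no effect and ±100 for the full control effect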
#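 ATP-content bioluminescence gauges trophozoite survival. Cells (100/well) receive compound and incubate anaerobically for 48 hrs at 37 deg C; detection reagent follows for 15-30 min at room temperature.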
# FBPA coupling cs – counter-screen for Giardia aldolase inhibitors: coupling enzyme system. activity change, negative = inhibition, % at 58.2 µM, hits read low. coupling enzyme system counterscreen, AmpLite Red fluorescence. 290,000 compounds, 0.67% hits; in the data active = activity change below about -30%; also: % is scaled to controls: 0 for no effect and ±100 for the full control effect
#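 Coupling enzymes only (glyceraldehyde-3-phosphate) + compound, at 57.5 uM final, 10 min RT; add substrate/coupling/AmpLite Red mix, 20 min RT; fluorescence ex 525/em 598 nm. Actives flag coupling-system interference.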
# PKM2 activator – activators of human pyruvate kinase M2. P14618. purified PKM2, Kinase-Glo ATP luminescence, activation; response scale: 0% is enzyme alone, no compound. Potency, µM (titrated, usually from 57.5 µM), for the others: at the highest dose activation, usual class: activators. 260,000 compounds, 0.34% hits. AID 1631; also: potency is read from the fitted curve at half-maximal effect; % is scaled to controls: 0 for no effect and ±100 for the full control effect; nearly all actives have a fitted effect of over 55% in size
# Target sequence (P14618 whole entry, looked up): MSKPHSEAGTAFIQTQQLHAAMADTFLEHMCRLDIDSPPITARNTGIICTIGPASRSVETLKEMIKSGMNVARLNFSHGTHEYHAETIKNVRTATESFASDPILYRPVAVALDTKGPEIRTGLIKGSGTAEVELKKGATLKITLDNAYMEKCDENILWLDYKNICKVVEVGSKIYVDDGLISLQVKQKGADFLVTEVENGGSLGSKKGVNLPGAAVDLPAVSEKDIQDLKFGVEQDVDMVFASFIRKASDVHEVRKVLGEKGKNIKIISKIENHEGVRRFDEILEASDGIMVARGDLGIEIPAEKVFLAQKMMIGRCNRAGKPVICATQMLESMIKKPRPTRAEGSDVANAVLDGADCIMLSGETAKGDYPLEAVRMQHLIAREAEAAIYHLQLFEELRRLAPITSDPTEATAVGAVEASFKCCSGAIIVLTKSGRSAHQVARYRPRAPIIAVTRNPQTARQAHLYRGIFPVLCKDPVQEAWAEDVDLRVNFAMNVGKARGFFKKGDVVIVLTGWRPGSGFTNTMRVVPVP
#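 Purified hPK-M2 (>95% pure) converted ADP (0.1 mM final) to ATP with 0.5 mM PEP in 50 mM imidazole pH7.2, KCl, MgCl2, Tween 20, BSA; 1 h at room temperature. ATP detected by Kinase-Glo luminescence.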
# GALK inh – blocks human galactokinase activity; P51570; 270,000 compounds, 0.007% hits; Purified GALK, Kinase-Glo residual ATP luminescence; Potency, µM (series often up to 57.5 µM), for inactives: at the highest dose activity change, negative = inhibition, usual class: inhibitors; AID 1868; also: potency is read from the fitted curve at half-maximal effect; % is scaled to controls: 0 for no effect and ±100 for the full control effect
#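 GALK at 5 nM final was combined with compound, 35 uM ATP and 100 uM galactose in HEPES pH8.0 with MgCl2 and DTT. The reaction ran one hour at room temperature before luminescent ATP detection.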
# KCNH2 3.1 block – KCNH2 3.1 (human) potassium channel inhibition. U2OS KCNH2 3.1, thallium flux FluxOr; hits give low values. activity change, % (tested at about 1.8 µM). 340,000 compounds, 0.95% hits. AID 720553;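 active = maximum activity change below -70%; inconclusive = maximum activity change from -70% to -50%; inactive = maximum activity change above -50%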;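 also: thallium influx rate constant from kinetic fluorescence after stimulation buffer; % is scaled to controls: 0 for no effect and ±100 for the full control effect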
#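 Thallium flux via FluxOr fluorescence (Red40 quencher, 45 min loading) in U2OS cells virally expressing the KCNH2 3.1 isoform (1.77 x 10^8 /mL virus, overnight at 37 C). Rate constants from 2-min kinetic reads post-stimulation, normalised to positive and negative controls.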
# CXXC DNA block – MLL CXXC-DNA interaction inhibition; Q03164; MLL-CXXC / FITC-HOXA9 DNA fluorescence polarization; Potency, µM (titrated, usually from 115 µM), for the others: top-dose activity change, negative = inhibition, most hits filed as inhibitors; 290,000 compounds, 0.037% hits; active = well fitted inhibition curve with a large enough effect in the polarisation, with a control signal flat, not every such curve was filed as active; inconclusive = small, poorly fitted or top-dose-only effect, or effect the other way, or a change in a side signal; inactive = no such curve, though single readings can be large or run the other way; the % refers to the polarisation; also: potency is read from the fitted curve at half-maximal effect
#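 Steps: dispense CXXC domain solution (7 uM) → pin compounds or unlabeled HOX-A9 DNA control → 5 min ambient → add FLSN-HOX-A9 solution (50 nM) → spin → 30 min ambient → fluorescence polarization. Tris pH 7.5/NaCl/DTT/BSA buffer.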
# Menin-MLL TR inh – inhibitors of human menin-MLL interaction, mutant MLL peptide | O00255 | Menin + Texas Red MLL mutant peptide, fluorescence polarization | Potency, µM (titrated, usually from 61.6 µM), without a hit: at the top dose FP activity change, negative = inhibition, usual class: inhibitors | 270,000 compounds, 0.23% hits; active = well fitted inhibition curve with a large enough effect in the polarisation, with a control signal flat, not every such curve was filed as active; inconclusive = small, poorly fitted or top-dose-only effect, or effect the other way, or a change in a side signal; inactive = no such curve, though single readings can be large or run the other way; the % refers to the polarisation; also: potency is read from the fitted curve at half-maximal effect; % of control where 0% means no effect; many of its hits are not listed in these tables
# * marks the source's active call; other numbers are inactive results; ? = inconclusive; nt = not tested or not shown; [ ] = dose if it differs, or a comment. Unless noted, calls follow the shape of the dose curve; as a rule, active = well fitted curve in the direction sought with a large enough effect; inconclusive = small, poorly fitted or top-dose-only effect, or another doubt; inactive = no such curve, though single readings can be large; an effect the other way counts as inactive or inconclusive. The list is partial (hit frequency here may not be typical).
SMILES,B2AR arrestin,KCNH2 WT inh,USP2a inh,TRPV1 ag,Giardia killer,FBPA coupling cs,PKM2 activator,GALK inh,KCNH2 3.1 block,CXXC DNA block,Menin-MLL TR inh
CCOc1ccc(NC(=O)CSc2nnc(Cn3cnc4ccccc43)n2C)cc1,0.0%,-3,0%,1,5,-1,-7%,0%,1,-15%,-23%
COCCN(CC(=O)NCC1CCCO1)C(=O)CCC(=O)Nc1ccccn1 (stereo not given),-0.2%,0,1%,-2,-6,0,-3%,1%,15,19%,-10%
COc1ccc(CCC(=O)NCc2cccc(C(F)(F)F)c2)cc1,-0.7%,-7,1%,19,?,2,nt,-1%,-20,3%,15%
Cc1nonc1CN(C)C(=O)c1ccc(OC2CCN(C(=O)c3cccnc3)CC2)cc1,-1.1%,3,5%,2,3,2,-3%,-1%,4,1%,1%
Cc1cc(/C=C(\C#N)C(=O)NCc2cccs2)c(C)[nH]1,0.2%,-4,-7%,6,-2,-1,-4%,5%,-27,2%,-6%
CCn1nc(C)c(Br)c1-c1nc(CS(=O)(=O)c2ccsc2)no1,-0.1%,-5,1%,nt,?,-2,5%,-4%,16,-3%,nt
O=C1COc2ccc(C(=O)COC(=O)c3cnc(Cl)c(Cl)c3)cc2N1,0.2%,-24,0%,17,6,0,22%,8%,2,8%,0%
CCN1CCN(c2ccc(S(=O)(=O)N3CCCCC3)cc2NC(=O)Cc2ccc(OC)cc2)CC1,0.5%,0,-4%,2,27,nt,-9%,4%,1,23%,nt
O=C(NCc1ccccc1)c1ccc(Cl)c(S(=O)(=O)N2CCCC2)c1,-0.2%,2,-1%,nt,0,nt,nt,nt,17,nt,nt
Cc1c(Cl)cccc1NC(=O)CNC(=O)CCCc1nc2ccccc2c(=O)[nH]1,-1.8%,-1,0%,-2,11,nt,nt,nt,-2,nt,nt
Cc1cc(C)cc(NC(=O)C2CC3CCC2C3)c1 (stereo not given),-0.5%,-1,0%,26,-5,0,1%,-3%,8,13%,10%
O=C(Nc1cc(Br)ccc1O)c1cc(-c2ccco2)on1,-0.1%,-7,2%,0,1,0,3%,-8%,-20,7%,nt
CCCCc1ccc(NC(=O)CSCc2cc(=O)[nH][nH]2)cc1,0.0%,5,-23%,0,-11,3,3%,-4%,2,-23%,nt
Cc1ccc(C2C(C(=O)c3cc4ccccc4o3)=C(O)C(=O)N2c2cc(C)on2)cc1 (stereo not given),0.5%,-2,1%,2,4,nt,nt,5%,-10,6%,nt
O=C(Nc1nc(-c2ccccc2)cs1)c1cccc(S(=O)(=O)N2CCN(Cc3ccccc3)CC2)c1,-0.1%,7,-11%,0,5,-1,-7%,0%,?,5%,-17%
CC(=O)N1N=C(c2ccc(C)cc2)OC1c1ccc(C)cc1 (stereo not given),3.8%,-3,0%,16,-8,-1,12%,1%,14,1%,-9%
COCCNc1cc(C)nc2c(-c3ccccc3OC)c(C)nn12,-0.9%,2,-1%,23,7,4,-11%,-2%,-7,-2%,-12%
CN1C(=O)C(C)(C)c2cc(S(=O)(=O)N3CCN(c4ccccc4F)CC3)ccc21,-0.7%,-2,0%,2,15,0,1%,nt,-2,nt,-3%
COc1cccc(CNC(=O)CCS(=O)(=O)c2ccc3c(c2)oc(=O)n3C)c1,0.8%,5,1%,6,-15,nt,nt,5%,-4,0%,nt
Cc1ccc(C(=O)O)cc1NC(=O)Nc1cccc2ccccc12,-0.8%,-7,-6%,-4,-22,nt,-1%,5%,8,0%,nt
CCOCCCNC(=O)c1ccc2c(c1)ncn2-c1ccc(CC)cc1,-0.4%,-19,4%,21,-29,0,nt,1%,-7,-6%,?
Cc1onc(-c2c(Cl)cccc2Cl)c1C(=O)NC(=S)Nc1sc2c(c1C(N)=O)CCC(C)C2 (stereo not given),-0.3%,-7,5%,-4,-8,4,6%,-1%,5,7%,?
C=CCn1c(C(C)C)nc2ccccc21,-0.2%,0,0%,3,3,0,-10%,0%,-6,8%,-3%
COc1ccc(NC(=O)c2sc3nc(N4CCOCC4)c4c(c3c2N)CCCC4)c(OC)c1,-1.0%,5,1%,-2,-19,2,0%,6%,3,4%,?
CCc1c(C)nc2ncnn2c1N1CCC(C(=O)NCc2ccc3c(c2)OCO3)CC1,5.9%,5,-1%,-7,-11,-1,-4%,0%,-13,0%,23%
O=C(CN1CCC(n2nnc3cc(F)ccc32)CC1)NCc1ccco1,0.2%,1,9%,0,-3,-28,0%,3%,-2,-6%,6%
O=C(/C=C\NCC(=O)c1ccccc1)c1ccc(F)cc1,-0.3%,-7,4%,4,14,-2,0%,-3%,-22,13%,-2%
CCOc1ccc2nc(N3CCCC(C(=O)NCCCN4CC(C)CC(C)C4)C3)sc2c1 (stereo not given),0.1%,-9,2%,10,-13,-2,nt,-1%,-6,4%,-18%
CCOCCn1c(SCc2ccc(C)cc2)nc2c1c(=O)[nH]c(=O)n2C,0.2%,3,0%,nt,-8,4,0%,2%,0,4%,1%[11.7 µM]
Cc1ccc(-n2cccn2)c(CN2CCCC(C(=O)c3sccc3C)C2)c1 (stereo not given),0.2%,8,-1%,0,-9,4,3%,1%,1,10%,?
CSc1ccc(CNC(=O)CCn2ccc3cc(S(=O)(=O)N4CCCC4)ccc32)cc1,-0.3%,12,-4%,9,10,0,3%[0.46 µM],6%,-2,14%,12%
CCOC(=O)c1ccc(NC(=O)CCNS(=O)(=O)c2cccs2)cc1,0.2%,-22,1%,-1,-22,0,8%,0%,2,5%,50%[activator]
Cc1cccc(S(=O)(=O)c2c(N)n(Cc3ccco3)c3nc4ccccc4nc23)c1,-0.1%,-5,-1%,6,-15,0,22µM*,-4%,15,14%,?
CCN(C[C@H]1N[C@@](Cc2ccccc2)(C(=O)OC)[C@H]2C(=O)N(Cc3ccccc3)C(=O)[C@@H]12)C(=O)Nc1ccc(C(F)(F)F)cc1,0.2%,1,-1%,nt,-6,nt,nt,nt,-40,nt,nt
O=C(CN(Cc1ccccc1Cl)C(=O)CCC(=O)Nc1nccs1)NCC1CCCO1 (stereo not given),-0.4%,-6,1%,-1,-9,0,-4%,16%,0,-9%,9%
Cc1cc(OCCN2CCOCC2)nc2ccccc12,-0.8%,-18,1%,2,-10,1,-2%,-1%,-8,-7%,0%
Cc1ccc(CNC(=O)C2CCCN(S(=O)(=O)c3c(C)n[nH]c3C)C2)cc1 (stereo not given),0.0%,-5,2%,-3,-20,-1,2%,-2%,0,-14%,-1%
COc1cc(-c2nc3oc4ccccc4c(=O)c3c(=O)n2Cc2ccco2)cc(OC)c1OC,-1.1%,-6,-2%,2,-5,6,4%,8%,-12,7%,0%
Cc1c(C)c2ccc(Oc3ccc([N+](=O)[O-])cc3C(F)(F)F)c(C)c2oc1=O,-0.9%,2,1%,-1,-5,-1,-1%,nt,-1,12%,-5%
c1csc(-c2nnc(-c3ccc(N4CCOCC4)cc3)o2)c1,0.5%,-3,-3%,?,?,-1,-7%,3%,11,0%,10%
O=C(COC(=O)c1cc[n+]([O-])cc1)Nc1ccc(Cl)cc1C(F)(F)F,0.3%,-9,0%,-4,-5,nt,nt,nt,-2,nt,nt
COc1ccc(NC(=O)CSc2nnc(-c3ccccn3)n2N)cc1Cl,4.1%,-6,3%,1,8,4,2%,1%,1,-5%,-5%
Cc1cc(C(=O)CSc2nnc(-c3ccc(F)cc3)o2)c(C)n1CC1COc2ccccc2O1 (stereo not given),-0.6%,-4,0%,1,-11,-1,-5%,-1%,0,1%,-9%
Cc1ccc(S(=O)(=O)Nc2nc(C)c(C)s2)cc1,-0.5%,18,0%,4,9,2,3%,-8%,11,2%,2%
COc1ccc(NC(=S)N2CCN(C(=O)C3CCCO3)CC2)cc1 (stereo not given),0.2%,-12,-1%,-2,-5,nt,1%,1%,14,-5%,nt
NNc1nc(-c2ccccc2)cc(-c2ccccc2O)n1,-0.3%,-2,-4%,nt,4,-1,2%,0%,-2,8%,nt
CCCC(=O)Oc1ccc(C2NC(=O)c3ccccc3O2)cc1 (stereo not given),-0.4%,2,0%,-4,2,0,-2%,-2%,2,57%[activator],5%
C=CCNC(=S)Nc1ccccc1,0.5%,-14,-2%,1,-13,-1,-17%,0%,-6,5%,-1%
Cc1ccn2c(=O)nc(SCC(=O)NCCc3ccccc3)nc2c1,0.2%,0,0%,-4,7,nt,nt,nt,-5,nt,nt
Cc1ccc2c(c1)N(C(=O)CCC(=O)N1CCCCC1)CCO2,0.1%,-1,2%,6,2,2,0%,nt,6,nt,0%

# Screening results as filed in PubChem BioAssay.
